Screening data from PubChem.
HEK293 tox: HEK 293 cell cytotoxicity | HEK 293 viability, ATP luminescence (CellTiter-Glo), 48-72 h | Potency, µM (top dose mostly 115 µM), for inactives: top-dose activity change, negative = cytotoxicity, actives largely listed as inhibitors | 6.6% of 94,000 active; also: potency is read from the fitted curve at half-maximal effect; nearly all actives have a fitted effect of over 60% in size
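HEK 293 cells at 250 cells/well were exposed to compounds by pintool transfer for 48 or 72 hr at 37 degree Celsius, 5% CO2. Viability was read as ATP-coupled luminescence with CellTiter-Glo after 10 min at room temperature.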
Luciferase inh: blocks purified firefly luciferase enzyme activity. P08659. purified P. pyralis luciferase, luminescence, biochemical. Potency, µM (series often up to 115 µM), for the others: at the top dose activity change, negative = inhibition, actives largely listed as inhibitors. 2.5% of 76,000 active. AID 1347043; also: potency is read from the fitted curve at half-maximal effect; nearly all actives have a fitted effect of over 65% in size
Target sequence (P08659 whole entry, looked up): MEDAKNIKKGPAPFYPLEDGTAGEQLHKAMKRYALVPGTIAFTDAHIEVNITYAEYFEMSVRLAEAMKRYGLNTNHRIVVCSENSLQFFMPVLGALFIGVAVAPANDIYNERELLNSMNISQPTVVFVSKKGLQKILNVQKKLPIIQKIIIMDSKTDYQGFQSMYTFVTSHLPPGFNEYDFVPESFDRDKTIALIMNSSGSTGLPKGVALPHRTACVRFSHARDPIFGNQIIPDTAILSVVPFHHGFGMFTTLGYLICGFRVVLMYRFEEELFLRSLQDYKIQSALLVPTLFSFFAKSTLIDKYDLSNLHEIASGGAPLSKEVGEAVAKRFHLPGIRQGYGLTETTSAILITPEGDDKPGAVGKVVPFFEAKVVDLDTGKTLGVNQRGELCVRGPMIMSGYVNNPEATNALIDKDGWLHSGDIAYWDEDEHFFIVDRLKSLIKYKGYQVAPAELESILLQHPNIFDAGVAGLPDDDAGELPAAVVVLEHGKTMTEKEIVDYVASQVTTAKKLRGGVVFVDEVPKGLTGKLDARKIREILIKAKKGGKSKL
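Luminescence read by CCD imaging after purified firefly luciferase (10nM final) was added to substrate buffer holding 10uM D-luciferin and 10uM ATP, pH 7.5, pre-dosed with compound.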
GPT2 inh: inhibitors of human GPT2 alanine aminotransferase. Q8TD30. Recombinant GPT2, coupled pyruvate oxidase/HRP Amplex Red fluorescence. Potency, µM (series often up to 57.7 µM), without a hit: at the top dose activity change, negative = inhibition, hits mostly inhibitors. 0.25% of 100,000 active. AID 1671188; also: potency is read from the fitted curve at half-maximal effect; nearly all actives have a fitted effect of over 60% in size; many of its hits are not listed in these tables
Target sequence (Q8TD30 whole entry, looked up): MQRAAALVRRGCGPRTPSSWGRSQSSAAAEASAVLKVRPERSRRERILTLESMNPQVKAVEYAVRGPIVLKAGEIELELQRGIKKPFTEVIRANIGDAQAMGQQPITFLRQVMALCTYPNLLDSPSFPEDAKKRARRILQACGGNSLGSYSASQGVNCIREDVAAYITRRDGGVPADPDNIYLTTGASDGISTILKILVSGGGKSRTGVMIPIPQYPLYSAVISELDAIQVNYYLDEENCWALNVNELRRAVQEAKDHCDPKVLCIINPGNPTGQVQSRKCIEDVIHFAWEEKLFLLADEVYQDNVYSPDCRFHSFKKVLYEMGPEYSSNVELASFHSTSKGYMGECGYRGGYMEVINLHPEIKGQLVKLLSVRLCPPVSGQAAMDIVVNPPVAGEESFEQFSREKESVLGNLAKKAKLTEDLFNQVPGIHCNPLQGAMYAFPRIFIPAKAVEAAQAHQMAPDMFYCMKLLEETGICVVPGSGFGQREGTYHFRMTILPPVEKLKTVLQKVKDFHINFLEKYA
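Recombinant GPT2 (10ng/uL) with 250uM a-KG and 2mM L-alanine, 30 min at room temperature, in HEPES pH 7.5 buffer. Pyruvate detected by pyruvate oxidase/HRP/Amplex Red fluorescence after 30 min in the dark; AOA (50uM) as positive control.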
HEK293 viab: cell viability loss counter-screen; AID 1671193; HEK-293-SNCA-luc viability, GF-AFC fluorescence, 24 h; 0.12% of 150,000 active; Potency, µM (top dose mostly 57.1 µM), inactives show at the highest dose activity change, negative = cytotoxicity, actives largely listed as cytotoxic;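 also: potency is read from the fitted curve at half-maximal effect; 0% = DMSO-treated cells and -100% = medium-only wells without cells; nearly all actives have a fitted effect of over 30% in size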
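Cytotoxicity counterscreen: after 24 h compound treatment of genome-edited SNCA-luciferase HEK-293 cells, live-cell protease substrate GF-AFC read by fluorescence after 30 min; activity scaled between DMSO (0%) and medium-only (-100%), curves Hill-fitted.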
IP6K1 inh: IP6K1 kinase inhibition. Q92551. 0.81% of 140,000 active. activity change, % (series mostly up to about 58 µM). IP6K1 kinase, ADP-Glo luminescence, 2 h; stronger effect = lower value; in the data active = activity change below about -25%
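ADP-Glo luminescence measures ADP made by human IP6K1 during a 2 h RT reaction with ATP/IP6 (mix at 1.3 mM/130 uM); top library doses 57.5 and 19.1 uM final.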
SNCA expr inh: SNCA gene expression inhibition; HEK-293 SNCA-luciferase knock-in, luminescence, 24 h; Potency, µM (titrated, usually from 57.2 µM), without a hit: at the highest dose activity change, negative = inhibition, usual class: inhibitors; 0.17% of 140,000 active;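 also: potency is read from the fitted curve at half-maximal effect; plate controls were DMSO cells for no effect and cell-free wells for full effect; nearly all actives have a fitted effect of over 45% in size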
NIH3T3 tox: kills NIH 3T3 cells; NIH 3T3 viability, CellTiter-Glo ATP luminescence, 48-72 h; Potency, µM (doses to about 96.7 µM), for inactives: at the highest dose activity change, negative = cytotoxicity, usual class: inhibitors; 4.3% of 94,000 active; AID 1345082; also: potency is read from the fitted curve at half-maximal effect; nearly all actives have a fitted effect of over 55% in size
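ATP-dependent luminescence (CellTiter-Glo) served as the viability signal for NIH 3T3 cells treated with compound for 48 or 72 hr at 37 °C.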
Active calls of the source: *; i = inactive; ? = inconclusive; / = no result given; [ ] = remark or other dose. Unless noted, calls follow the shape of the dose curve; as a rule, active = well fitted curve in the direction sought with a large enough effect; inconclusive = small, poorly fitted or top-dose-only effect, or another doubt; inactive = no such curve, though single readings can be large; an effect the other way counts as inactive or inconclusive. Unless noted, % is scaled to controls: 0 for no effect and ±100 for the full control effect. Not all compounds are listed; the hit share may differ from the screen's.

A first look, 4 compounds:
SMILES	HEK293 tox	Luciferase inh	GPT2 inh	HEK293 viab	IP6K1 inh	SNCA expr inh	NIH3T3 tox
CN(Cc1cccnc1)C(=O)c1ccc(N2CC3CC(C2)[C@H]2CCCC(=O)N2C3)nc1 (some centres not stated)	3%	-6%	5%	4%	32	-22%	i
COc1cccc(CNC(=O)[C@@H]2C[C@@H](O)CN2C2CCN(C(=O)Cc3ccc(Cl)cc3)CC2)c1	-24%	0%	4%	-5%	-8	-3%	-11%
COc1cc(C[C@@H](CO)[C@H](CO)Cc2ccc(O)c(OC)c2)ccc1O	/	/	-42%	-11%	/	-19%	/
CCOc1ccc2c(n1)CCN(C(=O)Nc1cccc(CC)c1)C2	?	?	i	2%[12.5 µM]	4	24%	?

The listing, from the first entry:
SMILES	HEK293 tox	Luciferase inh	GPT2 inh	HEK293 viab	IP6K1 inh	SNCA expr inh	NIH3T3 tox
CN(Cc1cccnc1)C(=O)c1ccc(N2CC3CC(C2)[C@H]2CCCC(=O)N2C3)nc1 (some centres not stated)	3%	-6%	5%	4%	32	-22%	i
COc1cccc(CNC(=O)[C@@H]2C[C@@H](O)CN2C2CCN(C(=O)Cc3ccc(Cl)cc3)CC2)c1	-24%	0%	4%	-5%	-8	-3%	-11%
COc1cc(C[C@@H](CO)[C@H](CO)Cc2ccc(O)c(OC)c2)ccc1O	/	/	-42%	-11%	/	-19%	/
CCOc1ccc2c(n1)CCN(C(=O)Nc1cccc(CC)c1)C2	?	?	i	2%[12.5 µM]	4	24%	?
COc1ccc(C(=O)N[C@@H]2CCC[C@@H]2C(=O)NCc2cccnc2)cc1	-10%	4%	-1%	-25%	21	-9%	2%
CCCCCC(=O)Nc1nc2c(s1)C[C@@H]1[C@](C)(CO)[C@H](O)CC[C@@]1(C)[C@@H]2CC(=O)N[C@H](C)c1ccccc1	40µM*	0%	-8%	-20%	-2	2%	?
CN(Cc1cnccn1)C(=O)c1csc2nc(-c3cccc(C(F)(F)F)c3)cn12	?	?	-19%	?	27	?	?
CCCNC(=O)N(C1CCOCC1)C1CCN(C(=O)CCC(=O)c2ccc(F)cc2)CC1	7%	0%	i	-4%	-6	-23%	-8%
Cc1cccc(N2CCN(C(=O)CCn3ccn4nc5c(c4c3=O)CCCC5)CC2)c1	?	10%	i	-5%	12	10%	-16%
Cc1cc(C)cc(-c2ccc(CN3CCCC(NC(=O)Nc4ccccc4)C3)cc2)c1 (configuration not stated)	?	/	i	-7%	-2	?	10µM*
COc1ccc(N2Cc3cccc(C(=O)Nc4ccc(C)cc4)c3C2=O)cc1	/	/	/	5%	7	-3%	/
CC(C)(C)c1ccc(-c2nc3cc(NC(=O)c4cc5ccccc5o4)ccc3o2)cc1	/	/	/	17%	6	47%[activator]	/
CC(=O)C1=C(c2ccc(C)cc2)N(C(C)=O)n2c(nnc2C2CCCCC2)S1	/	/	/	0%	10	-5%	/
COc1ccc(CCNC(=O)c2cccc(Nc3nc4ccccc4nc3-n3nc(C)cc3C)c2)cc1OC	/	/	/	-3%	-17	1%	/
CCS(=O)(=O)N1C[C@@H](COc2cccnc2)[C@H](c2ccccn2)C1	i	5%	i	3%	-1	7%	i
CC(C)C[C@@H](NC(=O)C1=C[C@@H](NC(=O)c2ccco2)[C@@H](O)[C@H](O)C1)C(N)=O	-8%[172 µM]	-1%[172 µM]	i	-3%[87.6 µM]	2	11%[87.6 µM]	1%[174 µM]
Cc1ccc(-n2c(=O)c3ccc(C(=O)NCc4ccco4)cc3n(Cc3ccc(Cl)cc3)c2=O)cc1	/	/	/	0%	9	-20%	/
CCN(Cc1ccccn1)C(=O)c1coc(COc2ccc3c(c2)OCO3)n1	?	1%	?	-4%	16	-3%	-23%
CN1CCCC2(CCN(C(=O)CCc3ccc(Cl)cc3)C2)C1=O (configuration not stated)	-11%	0%	1%	0%	6	3%	-11%
Cc1cccc(CNC(=O)[C@H]2CCC[C@H]2NC(=O)c2cnc(C)cn2)c1	i	4%	i	1%	-5	7%	i
OCC1(CN2CCCC2)CCN(Cc2cc(F)cc(Cl)c2)CC1	?	-3%	?	-4%	-7	?	?
Cc1cccc(CNC(=O)CCc2conc2-c2ccc(F)cc2)c1	-19%	-3%	i	-1%	5	-21%	-12%
Cc1cc(C(=O)N[C@@H]2CCC[C@@H](C(=O)N3CCN(C)CC3)CC(=O)N(C)C2)no1	i	-2%[172 µM]	i	3%[87.6 µM]	1	?	i
CNC(=O)CC1C(=O)NCCN1C(=O)c1cc(COc2ccccc2)[nH]n1 (configuration not stated)	i	1%	0%	-5%	5	1%	3%
COc1ccc(NC(=O)Cn2cc(S(=O)(=O)c3ccc(C)cc3)c(=O)c3ccccc32)cc1OC	/	/	/	?	29	-7%	/
Other structures follow:
SMILES	HEK293 tox	Luciferase inh	GPT2 inh	HEK293 viab	IP6K1 inh	SNCA expr inh	NIH3T3 tox
CCOc1cc(CNC(=O)c2ccc3nc(C(C)C)oc3c2)cc(OCC)c1OCC	/	/	/	9%	29	3%	/
Cc1ccc(N2CCN(c3c(CN4CCCC4)c(=O)oc4ccccc34)CC2)c(C)c1	/	/	/	9%	-2	-6%	/
O=C1[C@@H]2C[C@@H](CN2Cc2ncc[nH]2)Oc2ccccc2N1Cc1ccc(OC(F)(F)F)cc1	?	0%	i	3%	9	7%	-15%
COCCN1CCCCCC(O)c2cc(C(=O)NCCCN3CCCc4ccccc43)ccc21 (configuration not stated)	40µM*	-25%	?	-4%	2	12%	?
O=C(c1ccc[n+]([O-])c1)N1CCC2(CCCN(CC3CCCCC3)C2=O)C1 (configuration not stated)	-6%	-1%	3%	2%	29	-5%	-11%
CN1C(=O)CCC2(CNC(=O)c3nn(C)c4ccccc34)CCC=C12 (configuration not stated)	i	3%	-8%	4%	12	-27%	-8%
CN(C)c1cccc(C(=O)N2CCC3(CC2)NC(=O)N(Cc2ccccc2)C3=O)c1	-1%	-10%	i	6%	7	11%	4%
CN(C)c1ccc(CNC(=O)C(Cc2ccccc2)NS(=O)(=O)c2ccc3c(c2)oc(=O)n3C)cc1 (configuration not stated)	/	/	/	-8%	-7	-1%	/
Cc1noc(C)c1-c1cc2c(c(-c3ccccc3Oc3ccccc3)c1)C(=O)N(C)C2	?	10%[172 µM]	?	?	-1	10%[87.6 µM]	13µM*
Cc1cc(C(=O)N[C@H]2[C@H](O)[C@H](O)C[C@@H]2c2cccnc2)n(C)n1	2%[172 µM]	-7%[172 µM]	5%[88.5 µM]	5%[87.6 µM]	11	2%[87.6 µM]	0%[174 µM]
Cc1ccc(CN2CCC(N3CCCC(C(=O)NCCc4ccccc4)C3)CC2)o1 (configuration not stated)	?	-3%	i	6%	-13	-10%	-25%
Cc1nn(C)cc1C(=O)N1CCC2(CC1)CN(c1ncccn1)CC2CO (configuration not stated)	-7%	-16%	i	?	12	-16%	-11%
O=C1CCN(Cc2cccnc2)CCCC(C(=O)NCCCN2CCOCC2)CCN1 (configuration not stated)	-8%	2%	1%	0%	-7	-6%	-6%
CC(C)CN(CC(C)C)C[C@H]1O[C@H](Cc2cc(COc3ccccc3)on2)CC[C@@H]1O	100µM*	1%[172 µM]	-13%[88.5 µM]	-13%[87.6 µM]	-1	76%[activator][87.6 µM]	100µM*
CCN(C(=O)CSc1nc2ccccc2n1CC(=O)Nc1ccc(F)cc1F)c1ccccc1	/	/	/	-23%	7	-9%	/
Cc1ccc(C)c(N2CCN(C(=O)CCn3c(=O)[nH]c4ccccc4c3=O)CC2)c1	/	/	/	-8%	19	?	/
O=C1NCCCCCN(Cc2cn[nH]c2-c2ccccc2)[C@H]2CCC[C@@H]12	?	6%	i	-3%	2	?	?
O=C(Cn1c(-c2cccs2)cc2ccccc21)NCCCN1CCN(c2ccc(F)cc2)CC1	/	/	/	-4%	-10	?	/
CC(=O)c1ccc(NC(=O)CCc2c(C)nn(-c3ccc(N4CCOCC4)nn3)c2C)cc1	/	/	/	-4%	-11	91%[activator]	/
Cn1nccc1C(=O)N1CCC(N2CC(OCC3CC3)C23CCOCC3)CC1 (configuration not stated)	0%	5%	i	5%	22	38%[activator]	-2%
Fc1cccc(CN2CCC(N3CC(OCC4CC4)C34CCCCC4)CC2)c1 (configuration not stated)	?	4%	-6%	-21%	1	2%	?
CN(C)c1cccc(C(=O)N2CCCN(c3cc(-c4ccccc4)[nH]n3)CC2)c1	?	?	-28%	10%	-9	82%[activator]	-17%
O=C(Cn1ncc2c(Cl)cccc21)NCc1cccc(Cl)c1	/	/	/	5%	4	-17%	/
Cc1nc(-c2cccc(Cl)c2)n(CC(=O)Nc2ccc(F)cc2)c(=O)c1CCO	40µM*	-1%	i	-27%	0	?	?
O=C(NC1CCCN(c2cc(-c3ccccc3)[nH]n2)C1)c1ccc(Cl)cc1 (configuration not stated)	?	-9%	i	-22%	30	71%[activator]	?
Further results follow.
SMILES	HEK293 tox	Luciferase inh	GPT2 inh	HEK293 viab	IP6K1 inh	SNCA expr inh	NIH3T3 tox
COCc1cc(C[C@@H]2CC[C@H](O)[C@@H](CNC(=O)NC(C)C)O2)no1	-3%[172 µM]	-4%[172 µM]	-2%[88.5 µM]	-11%[87.6 µM]	-9	-4%[87.6 µM]	-14%[174 µM]
Cc1cc(Cl)ccc1S(=O)(=O)N(C)CC1CCOC1 (configuration not stated)	-19%	-13%	i	6%	2	?	-20%
CN(C)c1ccc(CNC(=O)c2sc3ncccc3c2-n2cccc2)cc1	/	/	/	-5%	7	-2%	/
Cc1c(CNC2CCCCCC2)c(C(=O)O)c(C)n1Cc1ccc(F)cc1Cl	/	/	/	2%	-9	-7%	/
COc1ccccc1N1CCN(C(=O)c2cnn(-c3cccc(Cl)c3)c2C2CCN(C(=O)OC(C)(C)C)CC2)CC1	/	/	/	-8%	22	-26%	/
CCCN(CC1CCOC1)C(=O)Nc1cccc(C)c1C (configuration not stated)	1%	-5%	i	-13%	9	-23%	-9%
Cc1cc2nc(CO[C@H]3CN(Cc4nccn4C)C[C@H]3F)[nH]c2cc1C	-20%[172 µM]	?	1%[88.5 µM]	5%[87.6 µM]	-4	7%[87.6 µM]	-13%[174 µM]
O=C(NCC1Cn2cccc2C(=O)N1Cc1ccccc1)c1ccsc1 (configuration not stated)	?	-9%	i	8%	-4	2%	-9%
COc1ccc(CCCNC(=O)c2ccc(N3CCC(N(C)C)C3)nc2)cc1 (configuration not stated)	?	1%	i	5%	1	14%	1%

Three entries out of the list, arranged by SMILES length, ascending.
SMILES	HEK293 tox	Luciferase inh	GPT2 inh	HEK293 viab	IP6K1 inh	SNCA expr inh	NIH3T3 tox
CCCN(CC1CCOC1)C(=O)Nc1cccc(C)c1C (configuration not stated)	1%	-5%	i	-13%	9	-23%	-9%
Cc1cc(Cl)ccc1S(=O)(=O)N(C)CC1CCOC1 (configuration not stated)	-19%	-13%	i	6%	2	?	-20%
COc1ccc(CCCNC(=O)c2ccc(N3CCC(N(C)C)C3)nc2)cc1 (configuration not stated)	?	1%	i	5%	1	14%	1%
